Hsp70 displacement – small molecules displacing fluorescent ligand from Hsp70 – biochemical, fluorescence polarization, primary screen (AID 583); Hsp70 fluorescence polarization probe displacement, mP; higher % means a stronger effect; one-dose displacement, % at 20 µM; IC50 in µM for titrated hits; 140,000 compounds, 0.06% hits; in the data active = displacement above about 50%;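 note: plate controls were vehicle for no effect and reference ligand for full effect; a part of the inactive calls stands beside numbers as strong as those of hits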
MKP-3 inhibition – inhibition of rat DUSP6 enzyme activity – biochemical, in vitro, primary screen (AID 425); recombinant MKP-3 phosphatase activity, fluorescence; higher % means a stronger effect; inhibition, % at 20 µM; hits with a dose series show IC50 in µM; 110,000 compounds, 0.17% hits; in the data active = inhibition above about 50%;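 note: plate controls were vehicle for no effect and reference inhibitor for full effect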
An asterisk follows results filed as active; . = not tested or not shown; & = joins results of further samples. These rows are one share of the data; the hit share may differ from the screen's.

molecule,MKP-3 inhibition,Hsp70 displacement
O=C(COc1ccc(S(=O)(=O)N2CCCC2)cc1Cl)NCc1ccco1,2%,-3.9%
CCCCn1nnc(NC(=O)CCC)n1,.,5.6%
O=C(NCCN1CCOCC1)Nc1ccc(Cl)cc1,3%&-1%,-0.1%
N#Cc1c(N)n(C2CCCCC2)c2nc3ccccc3nc12,-2%,-1.0%
Cc1ccnc(N2CCN(C(=O)CSc3nc4ccccc4nc3N3CCCCC3)CC2)c1,3%,-1.9%
COc1ccc(/C=C/C(=O)Nc2ccc(NC(=O)c3ccco3)c(OC)c2)cc1,4%,2.2%
Cc1noc(C)c1COc1ccc(C(=O)OCC(=O)Nc2ccc3c(c2)OCO3)cc1,.,3.2%
CCC1(C)Nc2ccccc2C(=O)N1O (configuration not stated),7%,6.5%
CCCCN(CCCC)Cc1cc2ccccc2c2c1COC2,.,0.7%
CC(=O)Nc1ccc2[nH]c(C)cc(=O)c2c1,-2%,3.1%
CCOC(=O)N1CCC(NS(=O)(=O)c2ccc3c(c2)oc(=O)n3C)CC1,-1%,-1.1%
Cn1cc(CC(=O)NCCCN2CCCC2)c2ccccc21,.,0.3%
O=C(NCC1CCCO1)c1ccc(Br)cc1 (configuration not stated),-2%,2.4%
CC(CCc1ccccc1)NC(=O)c1cccnc1 (configuration not stated),-8%,0.6%
N#Cc1c(/N=C/N2CCOCC2)sc2c1CCCCC2,-18%,-3.5%
CCOc1ccc(S(=O)(=O)N(CC(=O)Nc2cc(C)on2)Cc2ccccc2Cl)cc1,-4%,5.6%
O=C(Cc1ccc(Cl)cc1)Nc1cc(C(=O)O)cc(C(=O)O)c1,4%,-3.8%
NC(=NC(=O)c1ccccc1)C1=C(O)CCC1=O,4%,1.1%
CC1(C)Cc2ccccc2C(NN=C2CCCC2)=N1,-3%,-3.4%
CC1=CC(C)(C)N(C(=O)C(C)N2C(=O)c3ccccc3C2=O)c2c(C)cc(C)cc21 (configuration not stated),.,3.7%
CC1=CC(C)C(C(=O)O)C(C(=O)Nc2cccnc2)C1 (configuration not stated),2%,-0.9%
CCOC(=O)c1ccccc1NC(=O)CN(c1ccccc1OC)S(C)(=O)=O,-1%,-3.1%
CSc1cccc(NC(=O)c2nnn(Cc3ccccc3)c2N)c1,-2%,5.4%
O=C(CSc1nc2c([nH]c3ccccc32)c(=O)n1-c1ccccc1)N1CCOCC1,-4%,2.5%
CCOC(=O)c1sc(-c2ccccc2)cc1NC(=O)CSc1nnnn1C,-10%,0.5%
COc1cc(C=C2C(=O)NC(=O)NC2=O)cc(Cl)c1OCCOc1ccc(C)c(C)c1,3%,-3.9%
Cc1ccc(CN2C(=O)/C(=C3\SC(N4CCOCC4)=NC3=O)c3cc(Br)ccc32)cc1,-1%,2.9%
COCCn1c(CN(Cc2ccccc2)Cc2ccccc2)nc2c1c(=O)n(C)c(=O)n2C,8%,0.2%
O=C(NNc1c(Cl)cc(Cl)cc1Cl)c1cccs1,-1%,-1.4%
CC(C)NS(=O)(=O)c1ccc(OCC(=O)Nc2cccc3ccccc23)cc1,.,0.7%
CCc1cc(/C(O)=C/c2nc3ccccc3n2C)c(O)cc1OC(=O)C(C)(C)C,2%,-0.4%
COc1ccc(CCNS(=O)(=O)c2ccccc2[N+](=O)[O-])cc1,2%,0.1%
CN(C)c1ccc(/C=C2/SC(=O)N(c3ccccc3)C2=O)cc1,0%,-0.8%
O=P(CO)(Cc1ccccc1)Cc1ccccc1,-2%&0%,2.6%&-1.2%
C=CCOc1ccc2oc(=O)cc(C)c2c1,-3%,-2.3%
O=C(NN=C1CCCCCC1)c1ccc(Cl)c(Cl)c1,-3%,-1.2%
O=C(CCCC(=O)OCC(F)(F)C(F)F)Nc1ccc(NC(=O)CCCC(=O)OCC(F)(F)C(F)F)cc1,0%,2.7%&1.5%
COc1ccc(F)cc1S(=O)(=O)NC1CCCCCC1,-14%,10%
O=C1NN(c2ccccc2)C(=O)/C1=C/c1ccc(-c2ccccc2[N+](=O)[O-])o1,16%,4.8%
N#Cc1c(N2CCCCC2)nc(N)c2c(N)nc3c(c12)CC(c1ccccc1)O3 (configuration not stated),.,-2.3%
CCOC(=O)N1CCC(NS(=O)(=O)c2cc3c(cc2C)NC(=O)CO3)CC1,1%,3.7%
O=C1C(=O)N(Cc2ccccc2)C(c2ccc(Cl)cc2)/C1=C(/O)c1ccccc1 (configuration not stated),-5%,1.6%
CCn1c(-c2cccc(Br)c2)n[nH]c1=S,-5%,-1.4%
COc1ccccc1N1CCN(C(=O)c2ccc(N3CCCC3=O)cc2)CC1,-10%,7.2%
COc1cc(CNC2CCCC2)cc(OC)c1,1%,1.0%
Cc1ccc(C(=O)Nc2cccc(C(F)(F)F)c2)o1,4%,-6.3%
O=C(O)CC1S/C(=N/N=C/c2ccccc2)N(c2ccc(O)cc2)C1=O (configuration not stated),3%,2.8%
COCCCNC(=O)CC(=O)N/N=C/c1cc(OC)c(OC)c(OC)c1,0%,3.6%
O=C(Nc1ccc(Br)c(Cl)c1)C(c1ccccc1)c1ccccc1,1%,2.3%
COc1ccc(-c2ccc(=O)n(CC(=O)NCc3ccco3)n2)cc1,2%,5.3%
O=C(O)c1cc(-c2ccc(/C=C3/Sc4ccccc4C3=O)o2)ccc1O,84%*,-4.6%
Cn1nnnc1NCc1c(F)cccc1Cl,-7%,1.8%
COc1ccc(S(=O)(=O)NCc2csc(C)n2)cc1,-3%,-4.6%
Cc1ccc2cc3c(NC(=O)C4CCCO4)nn(CC(C)C)c3nc2c1 (configuration not stated),.,1.0%
CCN(CC)c1ccc(NC(=O)c2ccco2)cc1,-6%&0%,0.6%&1.3%
CCCn1c(SCC(=O)NCC2CCCO2)nc2c1c(=O)n(C)c(=O)n2C (configuration not stated),-17%,-1.7%
NC(=O)C1CCN(c2nc(C3CC3)nc3c2nnn3Cc2ccccc2Cl)CC1,2%,1.1%
Cc1ccc(C(C)C)c(OCC(=O)Nc2cccc(C)n2)c1,-1%,1.1%
COCc1cc(CN2CCN(C)CC2)c(O)c2ncccc12,.,0.4%
O=C(c1cc2sccc2n1Cc1ccccc1)N1CCc2ccccc21,-5%,-0.6%

For reference, some entries already given.
molecule,MKP-3 inhibition,Hsp70 displacement
CN(C)c1ccc(/C=C2/SC(=O)N(c3ccccc3)C2=O)cc1,0%,-0.8%
O=P(CO)(Cc1ccccc1)Cc1ccccc1,-2%&0%,2.6%&-1.2%
C=CCOc1ccc2oc(=O)cc(C)c2c1,-3%,-2.3%
O=C(NN=C1CCCCCC1)c1ccc(Cl)c(Cl)c1,-3%,-1.2%
O=C(CCCC(=O)OCC(F)(F)C(F)F)Nc1ccc(NC(=O)CCCC(=O)OCC(F)(F)C(F)F)cc1,0%,2.7%&1.5%

The listing continues:
molecule,MKP-3 inhibition,Hsp70 displacement
Cc1cc(C)n2nc(SCC(=O)N(C)Cc3ccccc3)nc2n1,-12%,6.7%
COC(=O)c1ccc(NC(=O)C23CC4CC(C2)CC(n2cncn2)(C4)C3)cc1,.,-2.9%
COc1ccc(-c2nc(C#N)c(NCCc3ccccc3)o2)cc1,.,-5.3%
CCOc1ccccc1-c1nc(-c2ccncc2)no1,.,-2.3%
O=C(c1ccc(N2C(=O)C3CC=C(Cl)CC3C2=O)cc1)N1CCCCC1 (configuration not stated),3%,6.6%
O=C(O)c1cc(-c2ccc(/C=c3\sc4nc5ccc(Br)cc5n4c3=O)o2)ccc1Cl,12µM*,.
CCOC(=O)CCc1c(C)nc2cc(-c3cccc(C)c3)[nH]n2c1=O,-1%,1.8%
O=C1/C(=C\c2ccc(-c3ccc([N+](=O)[O-])cc3Cl)o2)SC(=S)N1Cc1ccccc1,4%,-0.8%
CC(c1nnc(SCC(=O)Nc2sccc2C#N)n1-c1ccc(Cl)cc1)N(C)C (configuration not stated),0%,.
Cc1ccc(N2C(=O)C3C(C2=O)C2C=CC3C23CC3)cc1 (configuration not stated),-10%&7%,1.8%&5.0%
CC(=O)Oc1ccc(N2C(=O)C3CC(C)=C(C)CC3C2=O)cc1 (configuration not stated),3%,-4.3%
Cc1nc(N2CCN(Cc3ccccc3)CC2)c(C#N)c2c1COC(C)(C)C2,0%,25%
O=C(NCN1CCN(c2ccccn2)CC1)c1cnccn1,-15%,1.1%
CCN(CC)S(=O)(=O)c1ccc(OCC(=O)NCc2ccccc2)cc1,-4%,2.2%
COc1cc2c(cc1OC)C(c1ccc(Br)cc1)N(C1CC(=O)N(c3ccccc3)C1=O)CC2 (configuration not stated),-4%,-0.2%
Cc1ccc2oc(-c3ccc(NC(=O)c4ccc5c(c4)OCO5)cc3)nc2c1,-5%,-7.9%
COc1ccc(S(=O)(=O)Nc2nnc(C(C)C)s2)cc1,-6%,-0.6%
CCOc1ccc(N(CC(=O)NC2CCCC(C)C2C)S(=O)(=O)c2c(C)noc2C)cc1 (configuration not stated),-6%,-4.0%
Cc1cc(C=C2C(=O)c3ccccc3C2=O)c(C)n1-c1cccc(Cl)c1,-1%,0.6%
O=C1CSC(c2cn(-c3ccccc3)nc2-c2cccs2)N1CC1CCCO1 (configuration not stated),-3%,5.9%
Cc1nc(N)sc1-c1nnc(SCC(=O)Nc2nccs2)n1C,-12%,2.9%
COc1ccc(OC)c(-n2nnnc2SCC(=O)Nc2ccc(C(=O)N3CCCCC3)cc2)c1,-10%,0.6%
CSC1=NCCN1C(=O)C(C)Oc1ccccc1 (configuration not stated),-18%,-1.5%
CCOC(=O)CNC(=O)CN1C(=O)CCS(=O)(=O)c2ccccc21,-1%,0.5%
COc1ccc(Cl)c(NC(=O)CSc2nc(C)cc(C)n2)c1,3%,-3.1%
Cn1c(=O)c2c(nc(NCCCO)n2Cc2cccc(C(F)(F)F)c2)n(C)c1=O,-10%,-2.2%
CCOc1cc(/C=N/N2CCN(c3ccccn3)CC2)ccc1O,0%,-0.9%
CCOC(=O)C(=CNc1ccc(OCC)cc1)C(=O)OCC,3%,-0.5%
O=C(Nc1nnc(SCC(=O)N2CCCCC2)s1)c1cccs1,-14%,-0.5%
COC(=O)c1nnn(CC(=O)Nc2cccc(Cl)c2C)c1C(=O)OC,-2%,.
Cc1cccc(N(C)C(=O)c2cc3cc4ccc(C)cc4nc3o2)c1,-7%,-1.1%
COc1ccc(NC(=O)c2cc(-c3ccccc3Cl)nc3ccccc23)c(OC)c1,3%,-4.7%
Nc1nc(CN2CCN(Cc3ccccc3)CC2)nc(Nc2ccccc2)n1,.,9.7%
C=CCO/N=C(/C)c1c(O)c(CC)c(-c2ccccc2)n(-c2ccccc2)c1=O,.,-0.8%
COC(=O)CSc1nc2sc(C)c(C)c2c(=O)n1C,-10%,5.6%
CC(=O)Oc1c2occc2cc2ccc(=O)oc12,-10%,1.8%
NC(=O)c1ccc(N=Cc2ccccc2[N+](=O)[O-])cc1,6%,2.6%
O=c1c(-c2ccccc2)coc2c(CN3CCCCCC3)c(O)ccc12,4%,-0.7%
COCCCN1C(=O)/C(=C\c2ccc(Cl)c(Cl)c2)C(C(=O)OC)=C1C,3%,-3.2%
c1ccc(Nc2cc(-c3ccccc3)nc3ncnn23)cc1,-7%,1.2%
CCOC(=O)c1cc2c(ccn2C)n1Cc1ccccc1C,3%,7.1%
O=C(NCCCN1CCCC1=O)c1ccc2c(c1)NC(=O)C(N1CCOCC1)S2 (configuration not stated),1%,-5.7%
CCOc1cc2[nH]c(=O)n(CCc3ccc(OC)c(OC)c3)c(=O)c2cc1OCC,-8%,-0.3%
COC(=O)CSc1nc(N2CCCCC2)c2c(c1C#N)CCCC2,2%,0.2%
COc1cccc(NC2=NC3(CCCCC3)N=C(N)N2)c1,-14%&-1%,2.7%&5.9%
CCN(CC)c1ccc(N2C(=O)/C(=C/c3ccc4c(c3)OCO4)SC2=S)cc1,2%,2.3%
COc1ccccc1N1CCN(C(=O)CCn2c(=O)[nH]c3ccccc3c2=O)CC1,.,1.1%
CCOC(=O)Nc1ccc2c(c1)N(C(=O)CCN1CCN(CCO)CC1)c1ccccc1S2,.,3.4%
O=C(c1ccc(C(=O)N2CCN(c3ccccc3F)CC2)nc1)N1CCN(c2ccccc2F)CC1,-8%,5.1%
Cn1c2c(c(=O)[nH]c1=O)C(c1ccc(Cl)cc1)C1=C(N2)c2ccccc2C1=O (configuration not stated),6%,-3.1%
O=C(/C=C/c1ccco1)Nc1cccc(Cl)c1Cl,3%,-0.8%
CS(=O)(=O)Nc1ccc(C(=O)Nc2ccccc2C(=O)N2CCCC2)cc1,0%,0.1%
Cc1ccc2c(nc3s/c(=C\c4cccc(Cl)c4Cl)c(=O)n32)c1C,0%,4.1%
O=C(CCCOc1ccccc1)NCc1ccco1,5%,-1.3%
CC(C)(C)C(=O)c1sc(Nc2ccccc2)nc1N,-2%,4.6%
O=C(/C=C\c1ccccc1)Nc1ccc(N2CCOCC2)cc1,1%,5.8%
CCOc1cc(/C=N/O)ccc1OCc1ccc(Cl)cc1,4%,-4.4%
COc1cc([N+](=O)[O-])ccc1NC(=S)NC(=O)/C=C/c1ccccc1,3%,-3.4%
COc1cc(-c2csc(N)n2)ccc1O,5%,-5.2%
COc1ccc(/C=N/Nc2ccc(Br)cc2)cc1[N+](=O)[O-],2%,0.6%

Screening results from PubChem BioAssay.
